GAA spleen mod – inhibits or activates alpha-glucosidase in human spleen homogenate | human spleen homogenate, 4-MU-alpha-glucoside fluorescence | Potency, µM (doses to about 79.9 µM), for inactives: at the top dose activity change, negative = inhibition, usual class: inhibitors | P10253 | hit rate 0.006% among 240,000;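 also: 0% = enzyme with vehicle and -100% = no enzyme basal signal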
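AC50 values come from Hill-equation fits of concentration-response data, normalized to no-enzyme and full-activity controls. Enzyme source: 1 ug human spleen homogenate; 1 mM fluorogenic 4-MU glucoside, pH 5.0 citrate buffer, 37 C, 40 min.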
ALDH1A1 inh – ALDH1A1 (human) enzyme inhibition | AID 1030 | hit rate 7.3% among 220,000 | P00352 | Potency, µM (titrated, usually from 75.3 µM), for inactives: at the top dose activity, negative = inhibition, actives largely listed as inhibitors | Purified ALDH1A1, NADH fluorescence, propionaldehyde substrate; active = well fitted inhibition curve with a large enough effect, not every such curve was filed as active; inconclusive = small, poorly fitted or top-dose-only effect, or another doubt; inactive = no such curve, though single readings can be large or run the other way;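 also: plate controls were no enzyme wells and a reference inhibitor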
Target sequence (P00352 whole entry, looked up): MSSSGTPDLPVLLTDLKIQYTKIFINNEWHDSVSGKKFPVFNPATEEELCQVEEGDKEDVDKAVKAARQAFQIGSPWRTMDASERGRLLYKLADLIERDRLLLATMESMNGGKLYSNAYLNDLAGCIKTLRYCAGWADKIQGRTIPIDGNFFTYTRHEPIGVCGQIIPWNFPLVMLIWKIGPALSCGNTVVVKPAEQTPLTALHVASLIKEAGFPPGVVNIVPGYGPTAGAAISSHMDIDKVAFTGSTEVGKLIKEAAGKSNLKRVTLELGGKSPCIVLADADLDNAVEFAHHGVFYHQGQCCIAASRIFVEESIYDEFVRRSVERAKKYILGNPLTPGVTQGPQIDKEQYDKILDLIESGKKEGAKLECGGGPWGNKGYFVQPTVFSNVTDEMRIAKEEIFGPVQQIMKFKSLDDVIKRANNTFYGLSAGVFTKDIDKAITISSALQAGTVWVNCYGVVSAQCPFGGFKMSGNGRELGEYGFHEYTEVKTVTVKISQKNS
Tau fluor counter – counter-screen for tau fibril formation inhibitors | Potency, µM (highest dose often 57.7 µM), without a hit: top-dose activity change, negative = decrease | tau K18 P301L (four-repeat tau fragment) Alexa594 fluorescence, heparin fibrillization | hit rate 0.93% among 280,000 | AID 1463; also: % is scaled to controls: 0 for no effect and ±100 for the full control effect; nearly all actives have a fitted effect of over 55% in size
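Human K18 P301L tau (15 uM unlabeled plus 0.24 uM Alexa 594-labeled, final) in 100 mM sodium acetate pH 7 was mixed with compound and 20 uM heparin and incubated 6 hr at 37 C.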
GAA inh – alpha-glucosidase (human) inhibition; P10253; purified human GAA, 4-MU-alpha-glucoside fluorescence; Potency, µM (series often up to 76.9 µM), for inactives: top-dose activity change, negative = inhibition, hits mostly inhibitors; hit rate 0.005% among 200,000;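 also: plate controls were uninhibited enzyme wells for no effect and no-enzyme background for full effect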
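Fluorogenic assay: 4 nM human alpha-glucosidase with 400 uM 4-methylumbelliferyl-alpha-D-pyranoside in 50 mM citrate/phosphate, 0.005% Tween-20, pH 5.0, 20 min at room temperature. Compounds tested up to 77 uM; AC50 from Hill fits.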
NPSR antagonist – antagonists of human neuropeptide S receptor cAMP signaling. CHO-NPSR cells, cAMP TR-FRET, antagonist mode. Potency, µM (titrated, usually from 38.3 µM), for inactives: at the top dose activity change, negative = inhibition, most hits filed as inhibitors. hit rate 1% among 220,000. AID 1461; also: % is scaled to controls: 0 for no effect and ±100 for the full control effect; nearly all actives have a fitted effect of over 50% in size; many of its hits are not listed in these tables
GAA glycogen mod – inhibitors or activators of human alpha-glucosidase glycogen cleavage; Potency, µM (highest dose often 76.4 µM), for inactives: at the top dose activity change, negative = inhibition, hits mostly inhibitors; recombinant GAA, glycogen substrate, Amplex Red glucose oxidase fluorescence; hit rate 0.38% among 300,000; AID 2100; P10253;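 also: 0% = full enzyme reaction and -100% = no-enzyme basal signal; the screen sought inhibitors and activators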
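Recombinant enzyme (4 nM final) with compounds titrated up to 77 uM and bovine liver glycogen (30 ug) in citrate pH 5.0, 0.01% Tween-20, 37 C 40 min. Released glucose detected by Amplex Red/glucose oxidase (Ex 573/Em 610); AC50 from Hill fits.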
aGal spleen mod – alpha-galactosidase A (human) modulation. hit rate 0.008% among 240,000. Potency, µM (top dose mostly 80 µM), without a hit: at the top dose activity change, negative = inhibition, actives largely listed as inhibitors. P06280. human spleen homogenate, 4MU-alpha-Gal fluorescence, 40 min. AID 2107;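 also: 0% = enzyme with vehicle and -100% = no enzyme basal signal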
Target sequence (P06280 32-429 limits assumed): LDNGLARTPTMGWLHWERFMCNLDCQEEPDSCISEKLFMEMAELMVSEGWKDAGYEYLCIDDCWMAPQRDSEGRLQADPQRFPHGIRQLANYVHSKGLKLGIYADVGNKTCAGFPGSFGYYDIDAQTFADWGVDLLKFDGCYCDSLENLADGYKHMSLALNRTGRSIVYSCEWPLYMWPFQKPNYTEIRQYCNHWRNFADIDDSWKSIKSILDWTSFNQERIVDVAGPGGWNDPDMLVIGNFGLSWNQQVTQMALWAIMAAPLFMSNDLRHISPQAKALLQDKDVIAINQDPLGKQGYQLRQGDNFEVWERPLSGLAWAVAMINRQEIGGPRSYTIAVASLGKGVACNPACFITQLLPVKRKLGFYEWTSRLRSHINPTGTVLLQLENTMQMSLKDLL
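qHTS titration in buffer at pH 5.0. Alpha-galactosidase activity in spleen homogenate was measured via 4-methylumbelliferone release from 1 mM fluorogenic substrate after 40 min at 37C and a pH 10 stop. AC50 came from Hill fits of control-normalized data.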
Epigenetic reg – epigenetic control regulation, reporter derepression. murine LDR cells, GFP reporter derepression, 30 h. Potency, µM (series often up to 53.9 µM), for inactives: top-dose GFP activation, actives largely listed as activators. hit rate 0.2% among 280,000; also: % of control where 0% means no effect; nearly all actives have a fitted effect of over 60% in size
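GFP-positive cell count by laser-scanning cytometry (objects 20–120 um) after 30 h, 37 C compound exposure of murine LDR cells; reporter is CMV-GFP integrated at a silenced locus, inducible by HDAC or DNMT inhibitors.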
Starred values were filed as active, the others as inactive; ? = inconclusive; nt = no result given; & = joins results of further samples; [ ] = remark or other dose. Unless noted, calls follow the shape of the dose curve; as a rule, active = well fitted curve in the direction sought with a large enough effect; inconclusive = small, poorly fitted or top-dose-only effect, or another doubt; inactive = no such curve, though single readings can be large; an effect the other way counts as inactive or inconclusive. Potency is read from the fitted curve at half-maximal effect. Only part of the results is shown; the hit share may differ from the screen's.

Values run as follows: ALDH1A1 inh	GAA glycogen mod	Tau fluor counter	GAA spleen mod	aGal spleen mod	Epigenetic reg	GAA inh	NPSR antagonist
CCCCC(c1nnnn1CCOC)N1CCN(C)CC1 (stereo unspecified)
→ -6%	2%	-6%	-1%	2%	2.4%	3%	10%[46.1 µM]
Cc1ccnc(SCC(=O)N2CCN(c3cccc(Cl)c3)CC2)n1
→ -2%	-2%	-5%	-3%	4%	-2.0%	-1%	4%[46.1 µM]
O=C(Nc1ccc2c(c1)OCCO2)N1CCN(c2ccccc2)CC1
→ 2%	-5%	-7%	-5%	-14%	-1.1%	5%	-2%[46.1 µM]
CCN(CC)C(=O)C1CCN(CC2CC=CCC2)CC1 (stereo unspecified)
→ ?	-2%	1%	-8%	-2%	-13%	-13%	-18%[46.1 µM]
Cc1cc(C)nc(NC(=O)C(C)C)n1
→ 13%	10%	-7%	-3%	2%	4.9%	4%	-11%[46.1 µM]
CCCC(=O)Nc1ccccc1NC(C)=O
→ 7%	6%	15%	-4%	-9%	4.2%	1%[15.4 µM]	8%[46.1 µM]
Cc1ccc(N2CC(c3nc4ccccc4[nH]3)CC2=O)c(C)c1 (stereo unspecified)
→ -10%	2%	-3%	-8%	1%	-1.0%	-1%	-7%[46.1 µM]
O=C(CC(O)(c1ccccc1)C(F)(F)F)c1cccs1 (stereo unspecified)
→ 5%	-9%	-7%	-4%	-6%	1.4%	-1%	-6%[46.1 µM]
Cc1c(NC(=S)NC(=O)c2cc3ccccc3o2)c(=O)n(-c2ccccc2)n1C
→ 4%	-3%	7%	-7%	-20%	0.0%	0%	8%
Cc1cc(C(C)(C)C)cc(S(=O)(=O)Nc2cccc(C(=O)O)c2)c1C
→ ?	-4%	-7%	0%	-3%	-0.1%	-4%	-4%[46.1 µM]
O=C(CN1CCC(n2nnc3cc(F)ccc32)CC1)NC1CC1
→ 2%	2%	-3%	-4%	?	0.0%	8%	-5%[46.1 µM]
Clc1ccc(Oc2nnnn2-c2ccccc2)cc1
→ 6%	6%	-9%	-1%	-3%	-0.9%	5%	-7%[46.1 µM]
Cc1ccccc1NC(=S)N1CCCC1
→ 7%	11%	8%	3%	-8%	-1.8%	-9%	12%
COC(=O)c1ccc(N2C(=O)Nc3ccccc3N2O)cc1
→ 11%	-4%	5%	0%	1%	-2.3%	-5%	12%
COc1ccc(-c2sc(NC(=O)c3ccc(C)cc3)nc2-c2ccc([N+](=O)[O-])cc2)cc1
→ 3%	-3%	-19%	-10%	-12%	11%	-3%	-9%[46.1 µM]
CCCCC(=O)NC(NC(=S)N1CCOCC1)C(Cl)(Cl)Cl (stereo unspecified)
→ 11µM*	0%	0%	0%	0%	-3.8%	0%	-1%[46.1 µM]
Cc1ccc(Cn2ccc(NC(=O)c3cc(C4CC4)on3)n2)cc1
→ nt	-2%	-7%	-13%	-10%	0.0%	nt	-15%
CCOc1ccc(NC(=O)CSC2=C(C#N)C(c3ccc4c(c3)OCO4)CC(=O)N2)cc1 (stereo unspecified)
→ 1%	7%	?	-5%	-4%	-1.0%	3%	-5%[46.1 µM]
Cc1cc(C)cc(NC(=O)C(=S)NCc2ccccc2)c1
→ -4%	1%	-12%	-3%	2%	-5.4%	-15%	26%
COc1cccc2c(Cl)c(CC=C(Cl)Cl)c(C)nc12
→ ?	9%	-13%	-3%	2%	-8.7%	-2%	24%

Looked up one by one from the entries so far, 2 records:
Values run as follows: ALDH1A1 inh	GAA glycogen mod	Tau fluor counter	GAA spleen mod	aGal spleen mod	Epigenetic reg	GAA inh	NPSR antagonist
Cc1ccccc1NC(=S)N1CCCC1
→ 7%	11%	8%	3%	-8%	-1.8%	-9%	12%
Clc1ccc(Oc2nnnn2-c2ccccc2)cc1
→ 6%	6%	-9%	-1%	-3%	-0.9%	5%	-7%[46.1 µM]

(cont.)
Values run as follows: ALDH1A1 inh	GAA glycogen mod	Tau fluor counter	GAA spleen mod	aGal spleen mod	Epigenetic reg	GAA inh	NPSR antagonist
CCC1=NC(c2ccc(Br)cc2)N(O)C1(C)C (stereo unspecified)
→ 8%	?	8%	-11%	-7%	1.7%	4%	15%
O=C(Nc1cccc(F)c1)c1cc(S(=O)(=O)N2CCC(C(=O)O)CC2)ccc1F
→ 6%	6%	-1%	-1%	-1%	0.1%	-11%	-10%[46.1 µM]
COc1ccc(CNC(=O)c2csc(Cc3ccccc3)n2)cc1
→ -8%	-1%	-15%	-6%	0%	-3.6%	-2%	5%[46.1 µM]
CC(C)C(=O)N1CCC2(CC1)Oc1ccc(F)cc1C(=O)C21CC(c2ccc(Cl)cc2)=NO1 (stereo unspecified)
→ nt	-3%	16%	5%	-3%	-0.2%	nt	-36%
Clc1ccc(CSc2nncn2-c2ccccn2)cc1
→ 8%	-1%	-10%	-12%	8%	0.9%	-6%	0%[46.1 µM]
COc1ccc(F)cc1S(=O)(=O)N1CCC(C(N)=O)CC1
→ 15%	3%	-4%	-7%	0%	1.1%	-12%	-2%[46.1 µM]
COc1cc(C(=O)OCC(=O)Nc2ccc3c(c2)OC(F)(F)O3)ccc1OCc1c(C)noc1C
→ 0%	-9%	?	-6%	8%	-1.0%	-11%	-20%
Cc1cc(C(=O)O)ccc1-c1ccc(/C=C2\NC(=O)N(Cc3ccc(F)cc3)C2=O)o1
→ nt	0%	-1%	-8%	-5%	-2.6%	nt	-33%
CN(C)S(=O)(=O)c1ccc2c(c1)nc1n2CCC1
→ 3%	-8%	-5%	-9%	-3%	-1.0%	-5%	-3%[46.1 µM]
COCCCNC(=O)c1ccc2c(c1)ncn2-c1ccccc1OC
→ -8%	4%	10%	-9%	-4%	0.0%	-4%	7%[46.1 µM]
Cc1ccc([N+](=O)[O-])cc1NC(=O)CCCOc1ccccc1
→ -2%	-13%	-9%	-7%	4%	-0.9%	5%	-8%[46.1 µM]
COc1cc(OC)c(OC)cc1CNC1CCCCCC1
→ -14%	7%	4%	-5%	-4%	0.0%	?	14%[46.1 µM]
CCN1CCN(C(=S)Nc2ccc(C(C)=O)cc2)CC1
→ 5%	-2%	22%	5%	4%	-0.3%	6%	2%
Clc1ccc(C2[C@H]3CN(CC4CCCCC4)[C@H](c4ccccc4)C34CC2(c2ccccc2)C4)cn1 (stereo partly specified)
→ 8%	5%	-2%&19%	-1%&0%	-1%&3%	0.4%&-0.2%	nt	-6%
CN1CCC2(CC1)Nc1nc(SCc3ccc(Cl)cc3)nn1C1=C2CN(C)CC1
→ -6%	15%	-1%	-1%	1%	6.6%	4%	12%[46.1 µM]
CN(C)c1nc2c(c(N)nn2-c2ccc(Cl)cc2)c(=O)o1
→ 6%	3%	-6%	-1%	-7%	1.2%	5%	-15%[46.1 µM]
Cn1c(NN)nc2sc3c(c2c1=O)CCC3
→ -9%	?	?	2%	4%	0.0%	?	9%[46.1 µM]
O=C(COc1ccc(Cl)cc1)N1CCN(c2ccc([N+](=O)[O-])c(N3CCCCC3)c2)CC1
→ 2.5µM*	-6%	-21%	-8%	-4%	-0.9%	-8%	-35%[46.1 µM]
COc1ccccc1C(=O)N(Cc1nc(-c2ccc(Cl)cc2)no1)C(C)C
→ 0%	0%	-14%	-5%	-6%	-0.7%	-6%	-30%[46.1 µM]
Cc1nn(-c2ccccc2)c(C)c1/C=N/NC(=O)CSc1nc2ccccc2c(=O)n1-c1ccc(Br)cc1
→ ?	4%	-7%	5%	-7%	7.2%	1%	-21%[46.1 µM]
CCOC(=O)C1CCN(C(=O)CN(Cc2ccccc2)S(C)(=O)=O)CC1
→ 5%	2%	0%	-1%	-1%	3.2%	0%	-8%[46.1 µM]
CC(C)CO/N=C1/C[C@@H](O)[C@@H](O)[C@@H]2[C@@H]3C(=O)N(C4CCCCC4)C(=O)[C@H]3CC[C@H]12
→ -2%[13.5 µM]	nt	-3%[11.6 µM]	0%[17.4 µM]	-6%[17.5 µM]	1.1%[10.1 µM]	nt	nt
CCS(=O)(=O)C1=NSC2=NC(=O)/C(=C\c3cc(C)n(-c4cccc(OC)c4)c3C)C(=N)N21
→ 20µM*	-8%	-13%	-4%	-8%	2.5%	-5%	-31%
CCOC(=O)N1CCN(C(=O)CSc2nc3c(c(=O)n2-c2ccccc2OC)SCC3)CC1
→ ?	2%	-4%	0%	3%	-0.5%	3%	-8%[46.1 µM]
Cn1c(COc2ccc3ccccc3c2)nnc1SCC(N)=O
→ -8%	-3%	4%	4%	5%	-0.2%	4%	-5%[46.1 µM]
Cc1ccc(C(=O)Nc2ccc3c(c2)OCO3)cc1NC(=O)c1ccco1
→ ?	-1%	-4%	-7%	7%	2.6%	-5%	-4%
O=[N+]([O-])c1ccc(-c2csc(NN=C3CCCC3)n2)cc1
→ ?	6%	7%[2.34 µM]	-1%	-7%	-1.1%	?	-12%
Cc1nc(NCc2ccccc2)c(C(N)=O)c2c1COC(C)(C)C2
→ ?	1%	-1%	-2%	-12%	1.8%	0%	5%[46.1 µM]
O=C(Nc1ccccc1)Nc1ccc(Oc2ncnc3cc(Cl)ccc23)nc1
→ nt	3%	5%	6%	8%	0.0%	nt	4%
CCN(CC)S(=O)(=O)c1ccc(NC(=O)C2CCCN(C(=O)c3ccc(Cl)cc3)C2)cc1 (stereo unspecified)
→ ?	-2%	-25%	5%	2%	-1.1%	-3%	-21%
CCc1ccc(/C=C2\SC(=S)N(CCC(=O)Nc3cc(C)on3)C2=O)cc1
→ ?	-3%	-5%	4%	-2%	4.9%	2%	10%
CC1(C)NC(=O)N(CC(O)COc2ccccc2[N+](=O)[O-])C1=O (stereo unspecified)
→ ?	-2%	-11%	7%	10%	0.1%	-8%	22%
CC(=O)N(C1=C(N)C(=O)c2ccccc2C1=O)C(C)C
→ ?	3%	4%	nt	-4%	-2.2%	1%	11%
COc1ccc(C2OCC3(COC(C)=O)C(C)C=C(C)C2C3C)cc1 (stereo unspecified)
→ 5%	nt	-17%	3%	5%	0.6%	nt	nt
CN(C)S(=O)(=O)c1ccc2oc(SCC(N)=O)nc2c1
→ -6%	0%	-4%	-6%	5%	7.2%	-4%	-11%[46.1 µM]
CN(c1c[nH]c(=O)[nH]c1=O)C1CCCCC1
→ 5%	?	-1%	-5%	4%	15%	-7%	-6%
CC(NC(=O)c1cccc(C(F)(F)F)c1)C1CCCO1 (stereo unspecified)
→ 0%	-2%	2%	-3%	2%	0.0%	-2%	3%[46.1 µM]
Cc1cc(=S)[nH]c2ccccc12
→ ?	-14%	-14%	-4%	0%	-2.8%	-4%	-4%[46.1 µM]
